Screening results as filed in PubChem.
Pin1 inhibitor: qHTS Assay to Find Inhibitors of Pin1. Peptidyl-prolyl cis-trans isomerase NIMA-interacting 1 (Homo sapiens), Q13526. Pin1 FP peptide displacement, HiFluor488, 10 min. Potency, µM (series often up to 115 µM), inactives show top-dose activity, negative = inhibition, actives largely listed as inhibitors. hit rate 0.009% among 390,000. AID 504891, 2011; active = well fitted inhibition curve with a large enough effect in the polarisation, with a control signal flat, not every such curve was filed as active; inconclusive = small, poorly fitted or top-dose-only effect, or effect the other way, or a change in a side signal; inactive = no such curve, though single readings can be large or run the other way; the % refers to the polarisation; also: % is scaled to controls: 0 for no effect and ±100 for the full control effect
Target sequence (Q13526 whole entry, looked up): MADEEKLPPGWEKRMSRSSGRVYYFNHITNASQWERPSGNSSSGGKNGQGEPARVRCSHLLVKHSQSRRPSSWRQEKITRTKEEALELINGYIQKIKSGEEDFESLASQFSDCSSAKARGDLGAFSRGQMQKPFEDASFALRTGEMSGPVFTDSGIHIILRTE
POLI inh: qHTS for Inhibitors of Polymerase Iota | DNA polymerase iota (Homo sapiens), Q9UNA4 | Pol iota fluorescent replication assay, 10 min | Potency, µM (titrated, usually from 115 µM), for the others: top-dose activity, negative = inhibition, actives largely listed as inhibitors | hit rate 1% among 390,000 | AID 588590, 2011
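Fluorescent replication assay read twice, at 0 min and 10 min after adding 50 nM (final) substrate. Enzyme (10 nM) and compounds were first incubated 15 min at room temperature; enzyme-free buffer wells were negative controls.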
G9a block: qHTS Assay for Inhibitors of Histone Lysine Methyltransferase G9a; Potency, µM (highest dose often 102 µM), for the others: at the highest dose activity, negative = inhibition, actives largely listed as inhibitors; hit rate 8.8% among 350,000; Histone-lysine N-methyltransferase EHMT2 (Homo sapiens), Q96KQ7; G9a H3K9 monomethylation, AlphaScreen, 2 h; also: % is scaled to controls: 0 for no effect and ±100 for the full control effect; nearly all actives have a fitted effect of over 75% in size
Target sequence (Q96KQ7 913-1193 limits assumed): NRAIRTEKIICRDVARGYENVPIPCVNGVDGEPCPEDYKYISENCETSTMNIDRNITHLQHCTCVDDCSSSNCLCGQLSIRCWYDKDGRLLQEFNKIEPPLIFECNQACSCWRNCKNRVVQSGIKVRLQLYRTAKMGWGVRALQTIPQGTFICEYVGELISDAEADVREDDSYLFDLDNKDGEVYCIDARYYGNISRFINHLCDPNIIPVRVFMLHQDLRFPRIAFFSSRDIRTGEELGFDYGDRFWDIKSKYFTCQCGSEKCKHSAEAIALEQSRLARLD
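Readings reflect AlphaScreen signal from monomethyl-H3K9 antibody detection. HMT at 20 nM; substrate b-H3K9 500 nM; cofactor SAM 20 uM; 2 h RT reaction; compounds tested as titrations in qHTS with 15 min preincubation.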
GLS inh: qHTS for Inhibitors of Glutaminase (GLS); Glutaminase kidney isoform, mitochondrial (Homo sapiens), O94925; GLS enzymatic activity, qHTS titration; Potency, µM (highest dose often 45.5 µM), for the others: top-dose activity change, negative = inhibition, hits mostly inhibitors; hit rate 0.21% among 410,000; AID 624170, 2012; also: % is scaled to controls: 0 for no effect and ±100 for the full control effect
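Coupled fluorescence readout: glutamate oxidase/HRP/Amplex Red detect glutamate formed by hKGA from L-glutamine (1 mM solution added). Buffer 45 mM KH2PO4 pH 8.2, 0.02% Tween-20; reads at t0 and 30 min RT.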
BAZ2B inh: qHTS Assay for Inhibitors of BAZ2B. AlphaScreen BAZ2B-H3K14Ac peptide displacement. Potency, µM (top dose mostly 114 µM), inactives show at the highest dose activity change, negative = inhibition, usual class: inhibitors. hit rate 4.4% among 360,000. AID 504333, 2011; also: % is scaled to controls: 0 for no effect and ±100 for the full control effect; nearly all actives have a fitted effect of over 60% in size
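In this displacement format the biotinylated H3(5-23) peptide acetylated at Lys14 serves as ligand at 50 nM, with BAZ2B at 50 nM in PBS pH 7.4 containing 0.01% Tween-20. Donor and acceptor beads are 10 ug/mL final.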
BLM helicase inh: qHTS Assay for Inhibitors of Bloom's syndrome helicase (BLM). recombinant BLM DNA unwinding, fluorescence dequenching. AID 2528, 2010. Potency, µM (series often up to 56.1 µM), inactives show top-dose activity change, negative = inhibition, actives largely listed as inhibitors. RecQ-like DNA helicase BLM (Homo sapiens), P54132. hit rate 0.2% among 350,000;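 also: plate controls were vehicle for no effect and no enzyme for full effect; nearly all actives have a fitted effect of over 35% in size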
JMJD2A Tudor: qHTS Assay for Inhibitors of JMJD2A-Tudor Domain | Lysine-specific demethylase 4A (Homo sapiens), O75164 | AlphaScreen JMJD2A-Tudor / H3K4me3 peptide binding | Potency, µM (titrated, usually from 114 µM), for the others: at the top dose activity change, negative = inhibition, usual class: inhibitors | hit rate 4.4% among 390,000 | AID 504339, 2011; also: % is scaled to controls: 0 for no effect and ±100 for the full control effect; nearly all actives have a fitted effect of over 50% in size
HP1b binding inh: HTS for Inhibitors of HP1-beta Chromodomain Interactions with Methylated Histone Tails; AlphaScreen HP1-beta / biotin-H3K9me3 peptide binding; hit rate 0.56% among 390,000; Chromobox protein homolog 1 (Homo sapiens), P83916; Potency, µM (highest dose often 114 µM), without a hit: at the top dose activity change, negative = inhibition, hits mostly inhibitors; also: nearly all actives have a fitted effect of over 70% in size; inactives centre near 23
Target sequence (P83916 whole entry, looked up): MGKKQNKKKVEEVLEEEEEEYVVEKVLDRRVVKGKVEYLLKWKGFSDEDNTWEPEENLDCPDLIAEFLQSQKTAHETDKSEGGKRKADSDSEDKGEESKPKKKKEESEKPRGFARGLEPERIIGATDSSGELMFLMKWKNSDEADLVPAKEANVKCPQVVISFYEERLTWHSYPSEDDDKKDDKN
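HP1-beta protein (50 nM final) preincubated 30 min at room temperature with biotinylated H3(1-18)K9me3 peptide (50 nM) in PBS pH 7.4, 0.01% Tween-20, then compound added for 30 min. AlphaScreen streptavidin donor/nickel chelate acceptor beads (10 ug/mL final), 30 min dark, luminescence read.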
PGK inhibitor: qHTS Assay to Find Inhibitors of Phosphoglycerate Kinase; PGK/GAPDH coupled, Kinase-Glo luminescence, 60 min; Potency, µM (top dose mostly 57.5 µM), inactives show at the highest dose activity change, negative = inhibition, hits mostly inhibitors; hit rate 0.043% among 380,000; AID 602233, 2012; also: % is scaled to controls: 0 for no effect and ±100 for the full control effect; nearly all actives have a fitted effect of over 60% in size
Target sequence (P07378 whole entry, looked up): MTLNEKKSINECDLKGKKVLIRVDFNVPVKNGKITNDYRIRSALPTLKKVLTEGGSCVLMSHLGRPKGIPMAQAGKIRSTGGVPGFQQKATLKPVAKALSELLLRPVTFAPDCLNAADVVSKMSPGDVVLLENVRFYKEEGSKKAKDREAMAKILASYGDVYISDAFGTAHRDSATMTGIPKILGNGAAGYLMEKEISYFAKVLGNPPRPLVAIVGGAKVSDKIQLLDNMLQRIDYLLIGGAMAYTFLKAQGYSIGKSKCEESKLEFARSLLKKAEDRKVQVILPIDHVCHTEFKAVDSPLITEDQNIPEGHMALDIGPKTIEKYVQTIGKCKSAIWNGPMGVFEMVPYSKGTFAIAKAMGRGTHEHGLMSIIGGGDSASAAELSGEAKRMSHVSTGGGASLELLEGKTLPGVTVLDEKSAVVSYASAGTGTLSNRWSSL
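Recombinant glycosomal PGK reaction used 1,3-bisphosphoglycerate generated in-well by GAPDH (100nM final) in 100mM TEA pH 7.6, 5mM MgCl2, 0.01% Tween-20. After 60 minutes at room temperature, ATP was read by Kinase-Glo Plus luminescence end-point.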
Starred values were filed as active, the others as inactive; i = inactive; u = inconclusive; x = no result given; [ ] = dose if it differs, or a comment. Unless noted, calls follow the shape of the dose curve; as a rule, active = well fitted curve in the direction sought with a large enough effect; inconclusive = small, poorly fitted or top-dose-only effect, or another doubt; inactive = no such curve, though single readings can be large; an effect the other way counts as inactive or inconclusive. Potency is read from the fitted curve at half-maximal effect. Some of the compounds tested; rates above refer to the full screens.

Every second line gives: Pin1 inhibitor	POLI inh	G9a block	GLS inh	BAZ2B inh	BLM helicase inh	JMJD2A Tudor	HP1b binding inh	PGK inhibitor
> C=C(C)COc1ccc(-c2nc(N)ncc2Oc2ccc(OC)cc2)c(O)c1
→ u	-12%	-6%[59 µM]	-1%	-9%	-16%	-17%[57.1 µM]	10%	-8%
> c1ccc(Cc2nn3c(Cn4nnc5ccccc54)nnc3s2)cc1
→ 0%	0%	8.9µM*	-7%	-1%	-5%	-29%	-41%	-9%
> COC(=O)C1=NNC2(C)C(=O)N(c3ccc(C)cc3)C(=O)C12 (centres undefined)
→ 0%	28%	x	4%	5%	-2%	-10%	60%[activator]	5%
> COc1nnc(-c2ccc(N3CCOCC3)c(NC(C)=O)c2)c2ccccc12
→ -1%	-3%	u	-2%	7%	1%	-2%	28%	-10%
> Cc1c(C(=O)O)c(C(=O)O)c2n1CCS2
→ -3%	-17%	-18%	17%	u	-2%	-28%	9%	-11%
> COc1cc2c(C(=O)N3CCN(c4cccc(C(F)(F)F)c4)CC3)cn(CC(C)C)c(=O)c2cc1OC
→ -5%	89µM*	-23%[59 µM]	1%	-19%	-6%	-16%	-9%	11%
> Cc1ccc(OCCn2c(CCCO)nc3ccccc32)cc1
→ u	16%	-17%[59 µM]	-10%	-5%	5%	-1%	35%[activator]	-1%
> COc1ccc(OC)c(CCNC(=O)CS(=O)(=O)Cc2nc(-c3ccccc3Cl)oc2C)c1
→ -6%	19%	-24%	1%	u	-7%	-34%	0%	0%
> C#CCOCCOCCOCCNc1nc(N2CCN(C(=O)CCCCCCCCCCNC(=O)Cn3cc(C[C@@H](C)O)nn3)CC2)nc(N2CCN(C(=O)CCCCCCCCCCNC(=O)Cn3cc(C[C@@H](C)O)nn3)CC2)n1
→ 4%	-4%	2%[2.33 µM]	0%	-20%	x	-14%	36%	-13%
> Cc1ccc(-c2nsc(SCC(=O)NCc3ccc4c(c3)OCO4)n2)cc1
→ 4%	9%	23%	8%	7%	5%	-1%	34%	-1%
> CN(CC(=O)NCc1ccc(F)cc1)S(=O)(=O)c1ccc2[nH]c3c(c2c1)CCCC3
→ 18%	11%	16µM*	11%	40µM*	-7%	u	-2%	-7%
> Cc1cccc(NC(=O)c2ccc(C)c(S(=O)(=O)N3CCOCC3)c2)n1
→ -9%	17%	x	8%	x	x	-20%	6%	0%
> O=C(NCCCSc1ccccc1)c1cnc(Cl)c(Cl)c1
→ -2%	105%[activator]	1%	-10%	16%	-9%	34%	43%[activator]	2%
> COCCn1c(C)cc(C(=O)CSc2nc3ccccc3o2)c1C
→ -1%	16%	3%[59 µM]	2%	x	-1%	-12%	6%	3%
> Cc1cc(NC(=O)C2CC(=O)N(c3ccc(F)cc3)C2)no1 (centres undefined)
→ -2%	-1%	22%[59 µM]	4%	7%	0%	-5%	35%	-11%
> CCCCOc1ccccc1C(=O)NNC(=S)NC(=O)c1ccccc1[N+](=O)[O-]
→ 4%	51%[activator]	13%	9%	-5%	-6%	u	11%	-7%
> Cc1ccc(N(C(=O)CNC(=O)c2ccco2)C(C(=O)NC2CCCC2)c2ccncc2)cc1 (centres undefined)
→ 2%	9%	1%	0%	4%	-4%	-2%	28%	i
> CCc1cccc(NC(=O)c2ccc3c(=O)n4c(nc3c2)CCCCC4)c1
→ 2%	-2%	11%	1%	-5%	-4%	4%[11.4 µM]	37%	-1%
> C=CCNC(=O)c1cccc2c1C(=O)c1ccc(N3CCCC3)cc1S2(=O)=O
→ u	8%	x	-1%	x	x	-4%	42%[activator]	-10%
> COc1ccc(C2CC(c3cccs3)=NN2C(=O)COC(=O)c2cc3ccccc3cc2O)cc1OC (centres undefined)
→ 7%	27%	-1%[59 µM]	8%	-3%	-6%	-19%	16%	2%

Quoted at random: 2 entries already listed, in no set order.
Every second line gives: Pin1 inhibitor	POLI inh	G9a block	GLS inh	BAZ2B inh	BLM helicase inh	JMJD2A Tudor	HP1b binding inh	PGK inhibitor
> C=C(C)COc1ccc(-c2nc(N)ncc2Oc2ccc(OC)cc2)c(O)c1
→ u	-12%	-6%[59 µM]	-1%	-9%	-16%	-17%[57.1 µM]	10%	-8%
> Cc1cc(NC(=O)C2CC(=O)N(c3ccc(F)cc3)C2)no1 (centres undefined)
→ -2%	-1%	22%[59 µM]	4%	7%	0%	-5%	35%	-11%

(next part)
Every second line gives: Pin1 inhibitor	POLI inh	G9a block	GLS inh	BAZ2B inh	BLM helicase inh	JMJD2A Tudor	HP1b binding inh	PGK inhibitor
> O=C(c1cccc(Oc2ccc([N+](=O)[O-])cc2Cl)c1)N1CCCCC1
→ -11%	26%	u	5%	u	-11%	-22%	34%	i
> Cc1cc(C)n2nc(SCC(=O)N/N=C/c3ccccn3)nc2n1
→ -9%	5%	8.9µM*	-10%	-1%	1%	8.9µM*	33%	-10%
> Cc1ccc(CCN2CC(C(=O)NC3CCCC3)CC2=O)cc1 (centres undefined)
→ -14%	5%	x	10%	7%	-2%	-12%	31%	-3%
> CCCC1C2C(=O)N(c3ccccc3)C(=O)C2ON1c1ccccc1 (centres undefined)
→ 1%	20%	8%	-1%	-1%	-2%	-1%	32%	-5%
> Cc1cccc(NC(=O)Cn2c(=O)ccc3cc(S(=O)(=O)N4CCCC4)ccc32)c1C
→ -2%	3%	23%[59 µM]	1%	2%	-1%	-3%	28%[57 µM]	-2%
> CCN(CC)C(=O)c1cn(-c2cccc(OC)c2)c(=O)c2ccccc12
→ 2%	39%[activator]	-5%	-3%	-1%	-2%	-13%	28%	-8%
> O=c1oc(CCCO)cc2ccc(/C=C/c3cccc([N+](=O)[O-])c3)cc12
→ -15%	9%	11%[0.501 µM]	1%	12%	x	-18%	21%	-13%
> O=C(CSc1nnc(-c2ccccc2F)o1)N1CCCC1
→ -7%	35%[activator]	21%[59 µM]	-1%	1%	0%	-17%	32%	-7%
> O=C(c1ccc2nc(N3CCOCC3)sc2c1)N1CCN(C(=O)c2ccco2)CC1
→ 2%	-8%	-7%	-9%	4%	-1%	-11%	43%[activator]	-8%
> COc1ccc(C)c2sc(N(Cc3cccnc3)C(=O)COc3ccccc3)nc12
→ 26%	8%	1%[59 µM]	-7%	-13%	-6%	-11%	36%	-1%
> Cc1cccc(CCN2C(N(C)C)=NC[C@@H]2C)c1
→ -4%	11%	-12%[2.33 µM]	0%	9%	x	-21%	24%	4%
> Cc1ccc2oc(=O)n(Cc3ccccc3Cl)c2c1
→ 4%	2%	103%[activator][59 µM]	-2%	369%[activator]	-4%	78%[activator]	120%[activator]	14%
> Cc1ccc(S(=O)(=O)N2CCCOC2CNC(=O)C(=O)NCc2ccncc2)cc1 (centres undefined)
→ -6%	9%	4%[59 µM]	2%	1%	0%	-6%	40%	0%
> O=C(Nc1nc(-c2ccc(Cl)cc2Cl)cs1)c1ccc(OCC2CCCO2)cc1 (centres undefined)
→ 14%	61%[activator]	19%[59 µM]	10%	-2%	-10%	-10%	10%	i
> Cc1ccc(CNC(=O)c2cc(-c3ccc(C)cc3)nc3n[nH]c(-c4cccc([N+](=O)[O-])c4)c23)cc1
→ 1%	5%	-3%[59 µM]	-2%	5%	-2%	2%	37%	-4%
> O=C(Nc1c(F)cccc1F)c1cnc(N2CCN(c3ccccn3)CC2)c2ccccc12
→ u	11%	2%[59 µM]	4%	-4%	-12%	-6%	20%	10%
> Oc1c(CN2CCN(c3ccccc3)CC2)cc(Br)c2cccnc12
→ 10%	15%	-9%[59 µM]	8%	u	-11%	-36%	40%[activator]	4%
> O=C(O)c1cc(C(=O)C2CC2)c[nH]1
→ -10%	56%[activator]	1%	13%	-36%	1%	-8%	25%	i
> O=C1NCCCC1C(=O)NCCN1C(=O)CCC1=O (centres undefined)
→ 1%	5%	7%	8%	u	-1%	0%	20%	-7%
> Cc1c(NC(=O)COC(=O)c2ccccc2Cl)c(=O)n(-c2ccccc2)n1C
→ -4%	94%[activator]	4%	7%	1%	-8%	-16%	3%	0%
> CCn1cc(C(=O)NCCCOC)c2cc(OC)c(OC)cc2c1=O
→ 0%	-6%	9%[59 µM]	-4%	13%	-7%	-8%	44%[activator]	-1%
> Cc1ccc(C(C)C)cc1OCC(=O)Nc1ccccc1N1CCCC1
→ -6%	9%	79µM*	5%	-23%	-3%	-30%	54%[activator]	7%
> Cc1ccc(-c2cc(=O)[nH]c3ccccc23)cc1
→ 11%	7%	x	-15%	x	x	-18%[11.4 µM]	42%[activator]	-3%
> CC1(C)CC[C@@]23CC[C@]4(C)[C@@](OC2=O)(C3C1)[C@H]1O[C@H]1C1[C@@]2(C)CC[C@H](O)C(C)(C)C2CC[C@]14C (some centres undefined)
→ -12%	38%[activator]	x	-7%	x	x	-13%	44%[activator]	-4%
> CC(C)CNC(=O)c1cccc(NC(=O)Cc2ccc(Br)cc2)c1
→ 0%	-21%	-3%[59 µM]	-1%	7%	-3%	-7%	29%	-8%
> CCn1ccc2c(OCC(=O)NCc3ccc(F)cc3)cccc2c1=O
→ -3%	-16%	1%[59 µM]	-3%	-23%	0%	2%	41%	-5%
> COc1cc(/C=N/n2cnnc2)ccc1OC(=O)c1cccnc1
→ 2%	18%	4%[12.7 µM]	u	10%	-2%	u	-7%	4%
> NC(=O)CC(NC(=O)Cc1ccc(Cl)cc1)c1ccc(NC2CCN(Cc3ccccc3)CC2)c([N+](=O)[O-])c1 (centres undefined)
→ -5%	-6%	u	-4%	u	-3%	-29%	13%	-2%
> Cc1ccn(C(C)CC(=O)N2CCc3ccccc32)n1 (centres undefined)
→ 1%	-4%	4%[59 µM]	-2%	-3%	-3%	19%	57%[activator]	4%
